# Pf growth 96h: inhibits malaria parasite growth, 96 h; Potency, µM (top dose mostly 28.7 µM), for the others: at the top dose activity change, negative = inhibition, most hits filed as inhibitors; P. falciparum luciferase reporter growth, 96 h; 6.9% of 320,000 active; also: potency is read from the fitted curve at half-maximal effect; % is scaled to controls: 0 for no effect and ±100 for the full control effect
#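 P. falciparum expressing integrated firefly luciferase, in erythrocytes at 2% hematocrit, 0.05% parasitemia, incubated with compounds 96 h at 37 C, 5% CO2. Growth inhibition read as loss of luminescence; two-generation exposure targets delayed-death apicoplast inhibitors.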
# HCV inh: blocks hepatitis C virus; Huh7.5.1 HCVcc-Cre infection, luciferase reporter, 44 h; Potency, µM (top dose mostly 41.8 µM), without a hit: top-dose activity change, negative = inhibition, hits mostly inhibitors; 3.4% of 340,000 active; also: potency is read from the fitted curve at half-maximal effect; % is scaled to controls: 0 for no effect and ±100 for the full control effect
#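 After 44 h co-culture of compound, cells and HCVcc-Cre (~0.5 moi), substrate is added for 15 min at room temperature and luciferase measured over 15 sec. Cells were seeded at 1,000/well and pre-cultured 4 h.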
# LmPK inhibitor: inhibitors of Leishmania mexicana pyruvate kinase | AID 1721 | purified LmPK, Kinase-Glo ATP luminescence, 1 h | 0.37% of 290,000 active | Potency, µM (series often up to 57.5 µM), for inactives: at the highest dose activity change, negative = inhibition, most hits filed as inhibitors; also: potency is read from the fitted curve at half-maximal effect; % is scaled to controls: 0 for no effect and ±100 for the full control effect
# Target sequence (Q27686 whole entry, looked up): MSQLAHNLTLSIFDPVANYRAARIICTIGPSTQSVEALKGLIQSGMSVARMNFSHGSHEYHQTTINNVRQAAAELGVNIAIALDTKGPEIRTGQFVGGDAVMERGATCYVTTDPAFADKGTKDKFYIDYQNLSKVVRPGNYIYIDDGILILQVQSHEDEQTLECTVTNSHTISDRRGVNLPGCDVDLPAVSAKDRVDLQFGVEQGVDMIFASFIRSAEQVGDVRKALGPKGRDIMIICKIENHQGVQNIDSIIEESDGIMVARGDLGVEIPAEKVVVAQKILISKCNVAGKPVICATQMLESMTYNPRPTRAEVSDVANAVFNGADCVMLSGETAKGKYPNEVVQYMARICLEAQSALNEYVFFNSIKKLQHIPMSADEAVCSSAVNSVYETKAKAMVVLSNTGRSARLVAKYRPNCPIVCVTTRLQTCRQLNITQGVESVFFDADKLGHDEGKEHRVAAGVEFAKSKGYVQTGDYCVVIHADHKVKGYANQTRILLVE
#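 qHTS format; LmPK 0.1 nM; substrates PEP 0.5 mM and ADP 0.1 mM. One-hour room-temperature incubation, then coupled luciferase luminescence; 0.5 nM enzyme wells mark activation.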
# Tb PYK inh: T. brucei pyruvate kinase inhibition. Potency, µM (highest dose often 76.8 µM), for inactives: top-dose activity, negative = inhibition, actives largely listed as inhibitors. TbPYK enzyme, Kinase-Glo Plus ATP luminescence, 45 min. AID 624173. Q57TT1. 0.12% of 410,000 active; also: potency is read from the fitted curve at half-maximal effect; % is scaled to controls: 0 for no effect and ±100 for the full control effect; nearly all actives have a fitted effect of over 50% in size
#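 Readout: single end-point luminescence (Kinase-Glo Plus, 10 min). Reaction conditions were TbPYK/substrate plus 130 uM ADP, 45 min at RT, pH 7.2 TEA buffer. No-enzyme wells served as controls, and data were normalized before concentration-response fitting.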
# CHX counter: affects cycloheximide protein synthesis inhibition readout, counter-screen. cell reporter, cycloheximide protein synthesis inhibition counterscreen. AID 2314. max response, %. 12% of 300,000 active; in the data active = max response mostly above about 13%, no sharp cut-off; inactive = mostly below about 14%; also: read at 38.3 µM for the half of the compounds with a filed dose; 0% is about no effect
# Pf growth 48h: P. falciparum growth inhibition at 48 hours (one generation). 5.9% of 310,000 active. P. falciparum luciferase growth in erythrocytes, 48 h. Potency, µM (top dose mostly 28.7 µM), inactives show at the highest dose activity change, negative = inhibition, most hits filed as inhibitors; also: potency is read from the fitted curve at half-maximal effect; % is scaled to controls: 0 for no effect and ±100 for the full control effect
#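 Read-out is firefly luciferase luminescence from an integrated reporter in P. falciparum, so falling signal marks reduced parasite growth. Infected erythrocytes were at 2% hematocrit and 0.1% parasitemia (final) in Albumax-supplemented RPMI 1640.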
# Shiga toxin inh: inhibitors of Shiga toxin in Vero cells; Vero cells, Shiga toxin protein synthesis inhibition reporter; 9.2% of 290,000 active; inhibition, % at 38.7 µM; AID 2315; in the data active = inhibition mostly above about 28%, no sharp cut-off; inactive = mostly below about 43%; also: 0% is about no effect
# * marks the source's active call; other numbers are inactive results; u = inconclusive; x = not tested or not shown; [ ] = dose if it differs, or a comment. Unless noted, calls follow the shape of the dose curve; as a rule, active = well fitted curve in the direction sought with a large enough effect; inconclusive = small, poorly fitted or top-dose-only effect, or another doubt; inactive = no such curve, though single readings can be large; an effect the other way counts as inactive or inconclusive.
SMILES,Pf growth 96h,HCV inh,LmPK inhibitor,Tb PYK inh,CHX counter,Pf growth 48h,Shiga toxin inh
Cc1ccc(-c2nc3c(c(=O)[nH]c(=O)n3CC(C)C)n2CC(C)C)cc1[N+](=O)[O-],u,u,-2%,-3%,-2,u,-13
Cn1c(=O)n(C)c2cc(S(=O)(=O)N3CCCCC3)ccc21,-25%,-6%,-2%,-1%,-10,1%,-5
COC(=O)c1ccc(N2CCN(C)CC2)c(NC(=O)COc2ccccc2Cl)c1,0%,6%,-6%,2%,0,0%,-11
CCOC(=O)CSc1nnc(-c2cccc(Cl)c2)n1CC,2%,35%[activator],0%,-15%,-3,18%,-9
CCN(C1CCCCC1)S(=O)(=O)c1ccc(C(=O)O)cc1,x,5%,0%,-7%,-4,36%[activator],9
O=C(Cc1ccccc1)Nc1ccc2oc(=O)ccc2c1,-3%,-20%,0%,1%,13*,31%[activator],21
COc1ccc(/C=N/NC(=S)Nc2ccccc2)cc1COc1ccccc1F,u,-1%,-1%,x,-4,-24%,-4
CS(=O)(=O)c1ccc2nnn(OCC(=O)Nc3ccc(Br)cc3Br)c2c1,13%,-8%,-1%,3%,-1,-11%,1
COc1ccc(/C=N/NC(=O)c2ccccc2F)cc1CN1CCN(c2ccc(F)cc2)CC1,u,u,2%,2%,11,-9%,-6
C=CC[N@@+]12CC[C@]34c5ccccc5N5/C=C6\C7N(/C=C(\C53)[C@@H](C[C@@H]41)/C(=C/CO)C2)c1ccccc1[C@@]71CC[N@@+]2(CC=C)C/C(=C\CO)[C@@H]6C[C@@H]12 (stereo partly specified),-14%,16%,x,2%,x,u,x
COC(=O)c1cccc(COC(=O)c2cc3ccccc3oc2=O)c1,238%[activator],9%,-4%,-1%,9,29%,x
CCOC(=O)C(NC(=O)CC)(Nc1ccccc1OC)C(F)(F)F (stereo unspecified),49%[activator],19%,-1%,-7%,17*,1%,-3
Cc1ccc(-c2nnc(C)c(N3CCCC3)n2)cc1,7%,-7%,-1%,4%,8,-13%,20
Cc1ccc(-c2csc(-c3ccncc3)n2)cc1,14%,-9%,-5%,-5%,26*,u,96*
Cc1ccc(-n2c(-c3ccc(Br)cc3)c[n+]3c2CCc2ccc4cccnc4c2-3)cc1,0.47µM*,2.5µM*,0%,0%,-8,1.7µM*,-39
CC(=O)N1c2ccc(S(=O)(=O)N3CCCC3)cc2CC1C(=O)NCc1ccccc1F (stereo unspecified),u,6%,-8%,0%,-1,-5%,-2
CCc1nnc(NC(=O)CCC(=O)N2CCN(CCc3ccccc3)CC2)s1,x,15%,1%,4%,-5,u,-3
N#CCCNC(=O)CCN1CCOCC1,x,-6%,1%,-1%,11,12%,5
Cc1ccc(NC2=CC(=O)CC(c3ccco3)C2)c(N)c1 (stereo unspecified),5%,-11%,-1%,-15%,37*,u,79*
O=C(CSc1nc(-c2ccco2)cc(C(F)(F)F)n1)NCCN1CCOCC1,u,-22%,4%,0%,-2,12%,-3

# Reprinted at random: two compounds from above.
SMILES,Pf growth 96h,HCV inh,LmPK inhibitor,Tb PYK inh,CHX counter,Pf growth 48h,Shiga toxin inh
CC(=O)N1c2ccc(S(=O)(=O)N3CCCC3)cc2CC1C(=O)NCc1ccccc1F (stereo unspecified),u,6%,-8%,0%,-1,-5%,-2
O=C(Cc1ccccc1)Nc1ccc2oc(=O)ccc2c1,-3%,-20%,0%,1%,13*,31%[activator],21

# (more compounds)
SMILES,Pf growth 96h,HCV inh,LmPK inhibitor,Tb PYK inh,CHX counter,Pf growth 48h,Shiga toxin inh
Cc1cc(=O)[nH]c2nnc(-c3ccc(Cl)cc3)n12,81%[activator],7%,-11%,5%,0,x,21
COC(=O)c1ccc(CSc2nnc(N)s2)cc1,36%[activator],-15%,-6%,3%,21*,58%[activator],73
Cc1cccc(NC(=S)N(CCN2CCOCC2)Cc2ccccc2F)c1,u,-30%,-4%,0%,15,u,-10
Cc1nnsc1-c1c(C(=O)N2CCOCC2)c(C)nn1-c1ccccc1,-18%,12%,-14%,0%,1,-3%,-10
O=C(Oc1ccc(/C=N/O)cc1)c1ccccc1Cl,31%[activator],22%,-12%,5%,51*,22%,69*
O=[N+]([O-])c1ccc(/C([O-])=C(/C(=S)NCc2ccco2)[n+]2ccccc2)cc1,7%,-9%,-3%,-18%,-3,23%,1
Nc1nonc1-c1nc2ccccc2n1CC(=O)Nc1ccccc1,38%[activator],u,3%,-2%,-2,9%,-1
COc1ccc(OC)c(NC(=O)C(C)N2c3cccc4cccc(c34)S2(=O)=O)c1 (stereo unspecified),-25%,2%,4%,-3%,-2,-15%,-7
COCc1[nH]nc2c1C(c1ccc(F)cc1F)C(C#N)=C(N)O2 (stereo unspecified),u,14%,-1%,1%,-3,7%,-2
COc1ccc(/C=N/NC(N)=S)cc1,24%,u,4%,3%,13*,23%,18
CCN(CC)CCN(C(=O)c1ccccc1OC)c1nc2ccc(F)cc2s1,u,u,0%[11.5 µM],4%,20*,12%,59
O=C(COC(=O)Cc1cccc(F)c1)NC(=O)NC1CCCCC1,12%,1%,x,8%,x,-31%,x
O=C(CCc1ccccc1)NNC(=S)NC(=O)c1ccccc1,u,-2%,-12%,1%,14,u,12
CCn1c(C)[n+](CC)c2ccc(S(=O)(=O)N(C)C)cc21,3%,-3%,-3%,-2%,-3,2%,-7
NCCCCCC(=O)N/N=C/c1coc2ccccc2c1=O,0%,4%,0%,-4%,-2,9%,0
CCOC(=O)N1CCN(S(=O)(=O)N2CCCC(C(=O)NCCc3ccc(C)cc3)C2)CC1 (stereo unspecified),u,-14%,2%,-11%,-2,-17%,-8
CCOC(=O)c1c(/N=C/N(C)C)sc(/C=N/Nc2ccccc2)c1-c1ccc(Cl)cc1,3.3µM*,u,-1%,0%,-4,13µM*,-6
COc1ccc(-c2csc(NC(=O)c3ccccc3OC)c2C(=O)O)cc1OC,u,2%,0%,2%,1,u,x
O=c1[nH]c(C2CCCN(S(=O)(=O)c3ccccc3)C2)nc2c1nnn2Cc1ccc2c(c1)OCCO2 (stereo unspecified),u,16%,-3%,4%,-5,u,1
COc1cc2c(cc1NC(=O)Nc1ccc(F)cc1)oc1ccccc12,u,u,2%,-10%,-1,-56%,-8
Cc1ccc(C(C)C)c(OCCNCCc2ccccc2)c1,0%,u,-2%,-7%,0,-1%,-4
CC(c1ccon1)N(C)C(=O)CCc1nnc(CCCCc2ccccc2)o1 (stereo unspecified),u,-2%,3%,-3%,0,-6%,13
CCOC(=O)CSc1nc(-c2ccccc2)cc(C(F)(F)F)n1,-23%,-30%,-4%,-2%,1,-7%,26
CCC1(CC)NC(=O)N(CC(=O)OCC(=O)Nc2ccccc2OC(F)F)C1=O,-24%,1%,x,-4%,x,-1%,x
CCCC(=O)Nc1nc2n(n1)C(c1ccccc1)CC(=O)N2 (stereo unspecified),86%[activator],20%,-5%,-4%,-3,1%,-7
COC(=O)c1ccc(CN2CCN(Cc3ccc(C(=O)OC)o3)CC2)o1,u,-17%,2%,-9%,-4,-16%,16
N#CCCN1CCN(S(=O)(=O)c2cc(Cl)ccc2Cl)CC1,-1%,23%,10%,-9%,-3,0%,-13
CC1c2ccccc2SC(CCCN(C)C)c2ccccc21 (stereo unspecified),u,u,-4%,1%,7,u,-4
Cc1ccc(SCC(=O)OCC(=O)NC2(C#N)CCCCC2)cc1,15%,10%,-6%,0%,5,23%,-5
Cn1c(N)c(C(=O)COC(=O)c2cc(C(F)(F)F)nc3ccccc23)c(=O)n(Cc2ccccc2)c1=O,u,3%[8.37 µM],-1%,-2%,-4,-17%,-9
O=C1c2ccccc2C(=O)N1CCCCCCc1ccccc1,-17%,17%,x,-2%,x,20%,x
Cc1cccc(-c2nsc(SCC(=O)NCc3ccc4c(c3)OCO4)n2)c1,49%[activator],3%,-1%,2%,-2,20%,-11
COc1cc([N+](=O)[O-])ccc1NC(=S)NC(=O)CC(C)(C)C,8%,u,-4%,-4%,-3,-18%,6
CN(C)S(=O)(=O)c1cccc(NC(=O)COC(=O)c2cc(=O)[nH]c(=O)[nH]2)c1,7%,16%,-2%,-8%,-3,29%,-2
CCOc1ccc(C(=O)CCC(=O)NCC(=O)OCc2ccccc2)cc1OCC,-17%,-2%,0%,-4%,-1,u,-8
O=C(CSc1nc2ccccc2s1)N/N=C/c1cc([N+](=O)[O-])ccc1O,-7%,3%,0%,-5%,17*,u,40*
O=C(CN1CCOCC1)Nc1ccc(Oc2ccccc2)cc1,-1%,-6%,0%,9%,-3,19%,33
O=C(Cc1sc(Nc2ccccc2)nc1-c1ccccc1)NCc1ccccn1,-6%,u,-7%,u,39*,13%,53*
O=C(Nc1nc2ccccc2n1CCN1CCCC1)c1ccc(Cl)cc1,u,u,0%,-5%,16,u,78*
CCOC(=O)C1CCN(c2nc3ccccc3n2CC(=O)c2ccccc2)CC1,21%,11%,4%,-1%,-1,26%,-11
CCC1CCCCN1C(=O)COC(=O)CN(C)S(=O)(=O)c1ccc(NC(C)=O)cc1 (stereo unspecified),3%,0%,x,3%,x,2%,x
CC(=O)NC1C(=O)N(Cc2ccccc2)c2ccc(Br)cc21 (stereo unspecified),u,2%,3%,-18%,1,40%[activator],4
CCC(=O)NNc1ncnc2c1cnn2-c1ccccc1,u,11%,0%,0%,12,8%,21
COc1ccc(C(=O)c2sc(Nc3cccc(OC)c3)c(C(=O)Nc3cccc(C)c3C)c2N)cc1,12µM*,-24%,5%,-11%,1,x,-14
COc1ccc2[nH]c(=O)c(CN(CCc3ccccc3)Cc3nnnn3CC3CCCO3)cc2c1 (stereo unspecified),x,-8%,3%,3%,-2,-1%,-7
COC(=O)C(Cc1ccccc1)OS(N)(=O)=O (stereo unspecified),-20%,30%,-7%,6%,1,78%[activator],2
Cc1cccc(NC(=O)C(C)SCc2ccccc2)c1 (stereo unspecified),u,6%,2%,-5%,22*,16%,30
CCCCn1c(N)c(N(CC)C(=O)c2ccc([N+](=O)[O-])c(C)c2)c(=O)[nH]c1=O,0%,31%[activator],-5%,-10%,-6,5%,-15
Cc1nc([N+](=O)[O-])c(C(=O)OCc2ccc(C#N)cc2)n1C,u,13%,-2%,-20%,6,14%,-1
COc1cccc(N/C(N)=N/c2nc(CSc3ccccn3)cc(=O)[nH]2)c1,-18%,x,-5%[11.5 µM],x,4,2%,-29

# Molecules from the list above that contain a CF3 group, in the order listed:
SMILES,Pf growth 96h,HCV inh,LmPK inhibitor,Tb PYK inh,CHX counter,Pf growth 48h,Shiga toxin inh
CCOC(=O)C(NC(=O)CC)(Nc1ccccc1OC)C(F)(F)F (stereo unspecified),49%[activator],19%,-1%,-7%,17*,1%,-3
O=C(CSc1nc(-c2ccco2)cc(C(F)(F)F)n1)NCCN1CCOCC1,u,-22%,4%,0%,-2,12%,-3
CCOC(=O)CSc1nc(-c2ccccc2)cc(C(F)(F)F)n1,-23%,-30%,-4%,-2%,1,-7%,26
Cn1c(N)c(C(=O)COC(=O)c2cc(C(F)(F)F)nc3ccccc23)c(=O)n(Cc2ccccc2)c1=O,u,3%[8.37 µM],-1%,-2%,-4,-17%,-9

# Part of the list above, showing only CHX counter:
SMILES	CHX counter
CCC(=O)NNc1ncnc2c1cnn2-c1ccccc1	12
COC(=O)C(Cc1ccccc1)OS(N)(=O)=O (stereo unspecified)	1
